Bioassay records as filed in PubChem BioAssay.
Chronic BCR inh – inhibitors of chronic active B-cell receptor signaling. ABC-DLBCL IkBa-CBG/CBR reporter, luminescence ratio, 4 h. Potency, µM (series often up to 46.1 µM), for inactives: at the highest dose ratio change, negative = lower green/red ratio, most hits filed as inhibitors. 0.05% of 340,000 active; active = well fitted inhibition curve with a large enough effect in the signal ratio, with a control signal flat, not every such curve was filed as active; inconclusive = small, poorly fitted or top-dose-only effect, or effect the other way, or a change in a side signal; the % refers to the signal ratio;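 also: potency is read from the fitted curve at half-maximal effect; plate controls were basal doxycycline-induced cells for no effect and cells given 10 µM MG132 for full effect; MG132 reads +100%, hits lower the ratio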
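TMD8 ABC-DLBCL cells carrying doxycycline-inducible green luciferase fused to IkappaBalpha plus unfused red luciferase were exposed to compounds (up to 46 uM) for 4 hrs at 37C. Activity came from the overlap-corrected green/red luminescence ratio.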
Eya2 inh – inhibitors of human Eya2 phosphatase activity. recombinant Eya2, OMFP fluorescence dephosphorylation (OMFP is methylfluorescein phosphate). Potency, µM (doses to about 76.9 µM), inactives show at the top dose activity, negative = inhibition, hits mostly inhibitors. O00167. 0.006% of 330,000 active; also: potency is read from the fitted curve at half-maximal effect; % is scaled to controls: 0 for no effect and ±100 for the full control effect
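Eya2 (0.2 uM) preincubated 10 min at ambient with compound, then OMFP substrate added at 50 uM; 10 min reaction in 50 mM HEPES pH 7.5, 50 mM NaCl, 5 uM MgCl2, 0.05% BSA, 1 mM DTT. Fluorescence read at Ex 485/Em 525 nm.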
USP2a block – USP2a (human) protease inhibition; USP2 core, Ub-CHOP2 coupled fluorogenic reporter, 485/531; AID 463254; 0.01% of 330,000 active; Potency, µM (top dose mostly 38.3 µM), inactives show at the highest dose activity change, negative = inhibition, most hits filed as inhibitors; O75604;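 also: potency is read from the fitted curve at half-maximal effect; plate controls were DMSO wells for no effect and full inhibition by NEM control for full effect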
Target sequence (O75604 whole entry, looked up): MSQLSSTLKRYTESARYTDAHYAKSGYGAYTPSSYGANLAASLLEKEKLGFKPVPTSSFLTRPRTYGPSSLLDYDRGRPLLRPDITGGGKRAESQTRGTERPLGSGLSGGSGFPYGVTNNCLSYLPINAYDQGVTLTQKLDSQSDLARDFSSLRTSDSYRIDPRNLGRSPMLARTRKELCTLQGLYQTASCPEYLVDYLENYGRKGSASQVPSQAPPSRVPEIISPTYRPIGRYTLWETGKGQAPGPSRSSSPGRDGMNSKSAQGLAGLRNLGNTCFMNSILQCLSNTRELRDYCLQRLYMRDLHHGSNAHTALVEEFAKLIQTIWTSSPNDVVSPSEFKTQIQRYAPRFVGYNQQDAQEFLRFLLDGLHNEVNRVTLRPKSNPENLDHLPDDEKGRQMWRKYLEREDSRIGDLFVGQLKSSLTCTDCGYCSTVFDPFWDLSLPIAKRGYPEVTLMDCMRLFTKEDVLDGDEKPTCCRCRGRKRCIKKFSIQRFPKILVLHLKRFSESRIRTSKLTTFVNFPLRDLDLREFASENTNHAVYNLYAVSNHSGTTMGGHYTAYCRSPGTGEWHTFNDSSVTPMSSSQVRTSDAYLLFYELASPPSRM
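Cell-free coupled assay: 10nM USP2 core preincubated 30min RT with compound in Tris-HCl pH 8.0/CaCl2/CHAPS buffer, then 25nM Ub-CHOP2 and 25nM reporter substrate; fluorescence (Ex 485/Em 531) read after 60min RT, normalized to NEM inhibition, concentration-response curves fitted.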
Mito fusion act – mitochondrial division inhibition or fusion activation; S. cerevisiae fusion-defective mutant growth rescue, CellTiterGlo 48 h; Potency, µM (series often up to 46.1 µM), for the others: at the highest dose growth rescue (activation), most hits filed as activators; 0.23% of 320,000 active;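 also: potency is read from the fitted curve at half-maximal effect; % of control where 0% means no effect; nearly all actives have a fitted effect of over 45% in size; temperature-sensitive fusion mutants such as fzo1-1 at 37 °C on non-fermentable ethanol glycerol medium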
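Growth-rescue viability read-out: after 48 h at the non-permissive 37C in glycerol/ethanol YPEG, yeast mitochondrial fusion mutants are measured by CellTiterGlo luminescence; compounds (23 nl pinned per well) restoring growth score as division inhibitors or fusion activators.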
PTAP TSG101 blk – blocks PTAP/TSG101 interaction to inhibit HIV-1 budding. AID 493005. Fluorescence polarization, FITC-PTAP peptide / Tsg101 binding. 340,000 tested, under 10 active. Potency, µM (titrated, usually from 115 µM), inactives show at the top dose activity change, negative = inhibition, actives largely listed as inhibitors; active = well fitted inhibition curve with a large enough effect in the main read-out, with a control signal flat, not every such curve was filed as active; inconclusive = small, poorly fitted or top-dose-only effect, or effect the other way, or a change in a side signal; inactive = no such curve, though single readings can be large or run the other way; also: potency is read from the fitted curve at half-maximal effect; % of control where 0% means no effect
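Steps: Tsg101 binding domain dispensed (10 uM final), compounds pinned in DMSO, FITC-labeled PTAP-motif peptide added (50 nM final); after 20 min binding at room temperature, polarization measured.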
TCR act – T cell receptor activation | 330,000 tested, under 10 active | primary human leukocytes, anti-CD3, IL-2 HTRF, 48 h | Potency, µM (series often up to 9.22 µM), without a hit: top-dose activation of IL-2 secretion, actives largely listed as activators; also: % of control where 0% means no effect
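Compounds are tested in HTS on primary human leukocytes co-incubated with a-CD3 beads for 48 hr. IL-2 output is measured by time-resolved FRET.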
B2AR arrestin – recruits beta-arrestin to the human beta2-adrenergic receptor | beta-arrestin recruitment to beta2AR, cell-based reporter | P07550 | Potency, µM (top dose mostly 46.1 µM), for inactives: at the highest dose activation, usual class: activators | 0.02% of 330,000 active;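 also: potency is read from the fitted curve at half-maximal effect; 0% = DMSO controls and full agonism = EC100 isoproterenol or metaproterenol; nearly all actives have a fitted effect of over 65% in size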
Target sequence (P07550 whole entry, looked up): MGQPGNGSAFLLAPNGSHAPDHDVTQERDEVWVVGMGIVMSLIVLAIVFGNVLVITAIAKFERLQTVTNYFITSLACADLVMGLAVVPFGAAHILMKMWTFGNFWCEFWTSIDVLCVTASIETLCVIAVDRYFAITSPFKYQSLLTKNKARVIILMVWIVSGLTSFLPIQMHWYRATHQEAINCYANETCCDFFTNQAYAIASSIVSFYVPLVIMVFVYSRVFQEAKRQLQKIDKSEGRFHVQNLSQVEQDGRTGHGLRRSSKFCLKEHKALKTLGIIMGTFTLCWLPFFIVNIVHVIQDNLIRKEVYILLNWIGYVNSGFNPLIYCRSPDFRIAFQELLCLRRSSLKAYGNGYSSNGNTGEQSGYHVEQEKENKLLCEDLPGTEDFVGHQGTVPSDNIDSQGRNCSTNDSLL
Tb PFK inh – inhibitors of T. brucei phosphofructokinase; T. brucei PFK, ADP-Glo luminescence; Potency, µM (top dose mostly 57.5 µM), for inactives: at the top dose activity, negative = inhibition, actives largely listed as inhibitors; AID 485367; 0.17% of 330,000 active; O15648;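 also: potency is read from the fitted curve at half-maximal effect; 0% = uninhibited 1x PFK enzyme wells and -100% = no-enzyme wells; nearly all actives have a fitted effect of over 60% in size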
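1.25 nM PFK with 0.5 mM F6P and 0.1 mM ATP in 0.1 M TEA pH 8.0, 5 mM MgCl2, incubated 45 min at room temperature; ADP measured by ADP-Glo luminescence; compounds titrated up to 57 uM.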
uPA surface inh – cell surface uPA generation inhibition; cell surface uPA generation assay, qHTS; Potency, µM (titrated, usually from 38.3 µM), without a hit: top-dose activity change, negative = inhibition, usual class: inhibitors; 0.31% of 330,000 active; AID 540303; active = well fitted inhibition curve with a large enough effect; inconclusive = small, poorly fitted or top-dose-only effect; inactive = no such curve, though single readings can be large or run the other way; tested in mouse RAW 264.7 cells; also: potency is read from the fitted curve at half-maximal effect; % is scaled to controls: 0 for no effect and ±100 for the full control effect; nearly all actives have a fitted effect of over 55% in size
TSHR antag – blocks TSH signaling through the human TSH receptor; activity change, negative = inhibition, % at 11.5 µM; 0.2% of 330,000 active; TSHR-expressing cells, TSH-stimulated cAMP HTRF, 2 h; hits give low values; P16473;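 active = activity change below a set negative limit, meaning inhibition stronger than a set level, cut at about -70% in these data; inconclusive = activity change between two set negative limits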; also: % is scaled to controls: 0 for no effect and ±100 for the full control effect
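Cell-based HTRF cAMP assay; TSHR cells + compound, TSH EC80 (4nM final), 2 h, 37 deg C. Lysis with anti-cAMP cryptate and cAMP-d2, 30 min RT, read 665/620 nm.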
ELG1 repair inh – inhibitors of ELG1-dependent DNA repair in HEK293T cells | HEK293T ELG1-luciferase reporter, luminescence, 16 h; DNA damage induced by 5-fluorouridine | Potency, µM (titrated, usually from 46.1 µM), without a hit: top-dose activity change, negative = inhibition, usual class: inhibitors | 2.3% of 330,000 active; also: potency is read from the fitted curve at half-maximal effect; % is scaled to controls: 0 for no effect and ±100 for the full control effect; nearly all actives have a fitted effect of over 55% in size
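HEK293T cells expressing luciferase-tagged ELG1 (2,000/well) received 5-Fluorouridine plus compound or DMSO for 16 hr at 37 °C. Luciferase was read by ONE-Glo luminescence after 30 min at room temperature.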
* hit, by the source's call; ? = inconclusive; . = not tested or not shown; [ ] = another dose, or the depositor's remark. Unless noted, calls follow the shape of the dose curve; as a rule, active = well fitted curve in the direction sought with a large enough effect; inconclusive = small, poorly fitted or top-dose-only effect, or another doubt; inactive = no such curve, though single readings can be large; an effect the other way counts as inactive or inconclusive.

1	O=C(N/N=C\c1c(F)c(F)c(F)c(F)c1F)c1ccc(-c2ccccc2)cc1
2	Cc1ccc2c(c1)C(C)(C)[C@]1(C)NC(=O)CCN21
3	Brc1ccc2cccnc2c1
4	CC(C)Oc1ccc(C2C(C(=O)c3ccco3)=C(O)C(=O)N2Cc2cccnc2)cc1 (configuration not stated)
5	CCOC(=O)N1CCC(NCCNC(=O)c2ccccc2Cl)CC1
6	Cc1nn(Cc2ccc(C(=O)NC(C)(C)C)o2)c(C)c1Br
7	Cc1ccc(N(CC(=O)NCCSc2ccccn2)S(=O)(=O)c2ccc(F)cc2)cc1
8	Cc1ccc(S(=O)(=O)N2CCN(C(=O)COC(=O)C3CCC3)CC2)cc1

Compound	1	2	3	4	5	6	7	8
Chronic BCR inh	0.4%	?	-4.7%	-0.3%	7.4%	-20.5%	?	3.6%
Eya2 inh	10.2%	-0.4%	3.6%	0.5%	1.0%	-16.3%	-12.4%	4.9%
USP2a block	-0.3%	-1.4%	-0.6%	0.5%	0.1%	-1.1%	-8.5%	-1.2%
Mito fusion act	3.4%	0.8%	-0.2%	-8.1%	1.7%	-2.3%	8.0%	-2.1%
PTAP TSG101 blk	-3.2%	0.9%	-0.5%	-4.6%	-1.0%	-1.5%	1.6%	-2.7%
TCR act	4.8%	2.3%	1.1%	4.2%	0.3%	3.5%	-1.6%	1.0%
B2AR arrestin	-0.7%	-1.0%	-0.2%	0.0%	-0.3%	0.3%	-0.7%	-1.1%
Tb PFK inh	-2.0%	-1.8%	0.5%	-11.6%	-3.8%	1.6%	-3.4%	5.8%
uPA surface inh	-17.5%	5.5%	5.4%	-1.3%	-4.4%	-4.1%	1.3%	-2.2%
TSHR antag	-8.6	44.4	4.9	0.0	3.4	-5.4	-6.7	22.0
ELG1 repair inh	12.0%	4.7%	0.3%	?	-5.1%	?	-9.2%	9.3%

Looked up by structure from above (3):
6	Cc1nn(Cc2ccc(C(=O)NC(C)(C)C)o2)c(C)c1Br
4	CC(C)Oc1ccc(C2C(C(=O)c3ccco3)=C(O)C(=O)N2Cc2cccnc2)cc1 (configuration not stated)
2	Cc1ccc2c(c1)C(C)(C)[C@]1(C)NC(=O)CCN21

Compound	6	4	2
Chronic BCR inh	-20.5%	-0.3%	?
Eya2 inh	-16.3%	0.5%	-0.4%
USP2a block	-1.1%	0.5%	-1.4%
Mito fusion act	-2.3%	-8.1%	0.8%
PTAP TSG101 blk	-1.5%	-4.6%	0.9%
TCR act	3.5%	4.2%	2.3%
B2AR arrestin	0.3%	0.0%	-1.0%
Tb PFK inh	1.6%	-11.6%	-1.8%
uPA surface inh	-4.1%	-1.3%	5.5%
TSHR antag	-5.4	0.0	44.4
ELG1 repair inh	?	?	4.7%

More structures follow.
9	Cc1[nH]c(C)c(S(=O)(=O)Nc2ccc(OC(F)(F)F)cc2)c1C(=O)N1CCCCC1
10	CCN(CC)c1cc(Oc2ccccc2)ncn1
11	C=CCN(c1ccc(C(=O)OC)cc1)S(=O)(=O)c1ccccc1
12	CCCCCCN(C(=O)CCCCCN1C(=O)NC(c2ccc(-c3ccccc3)cc2)C(C(=O)OCc2ccccc2)=C1C)C(C(=O)NCCCC)C1CCCCC1 (configuration not stated)
13	COc1ccc(NC(=O)O/N=C/c2c(C)nn(C(C)(C)C)c2C)cc1
14	CC(=O)c1c(C)[nH]c(C(=O)OCC(=O)Nc2ccccc2Cl)c1C
15	CC(C)c1nc2cc(Cl)ccc2n(Cc2ccccc2)c1=O
16	O=C1C(Cc2ccccc2)NC(=S)N1Cc1ccccc1 (configuration not stated)

Compound	9	10	11	12	13	14	15	16
Chronic BCR inh	-22.7%	?	-2.2%	?	-11.2%	?	10.0%	2.4%
Eya2 inh	-4.8%	6.9%	7.7%	-7.5%	-27.8%	-6.8%	4.9%	-6.6%
USP2a block	1.9%	0.4%	4.5%	-3.9%	-0.4%	1.1%	-1.8%	0.2%
Mito fusion act	2.0%	17.5%	-6.8%	-1.9%	4.3%	1.5%	-31.3%	7.2%
PTAP TSG101 blk	3.2%	-9.1%	-0.9%	.	-6.7%	0.1%	-6.1%	-3.8%
TCR act	-3.5%	1.6%	-1.0%	.	-4.3%	4.2%	-7.7%	2.8%
B2AR arrestin	-0.5%	0.0%	0.0%	-0.6%	0.4%	0.0%	-0.2%	-0.5%
Tb PFK inh	-14.3%	3.9%	-2.7%	-1.4%	-0.6%	7.1%	0.7%	6.4%
uPA surface inh	-3.7%	-0.6%	2.3%	.	2µM*	.	-5.0%	-0.7%
TSHR antag	2.1	-10.8	-5.2	-7.6	-11.0	-11.2	-10.5	2.3
ELG1 repair inh	-0.6%	?	?	2.2%	?	8.2µM*	11.8%	5.1%

17	CCOC(=O)N1CCN(C2=C(NS(=O)(=O)c3ccc(NC(C)=O)cc3)C(=O)c3ccccc3C2=O)CC1
18	COc1cccc(NC(=O)c2ccc(CN3CCN(c4ccccc4)CC3)cc2)c1
19	CCOC(=O)N1CCN(S(=O)(=O)c2ccc(C(=O)Nc3nc4ccc(F)cc4s3)cc2)CC1
20	O=C1CCCC(O)=C1N=Nc1cccc(C(=O)O)c1
21	CCOc1ccc(CNCCCSc2ncccn2)cc1OC
22	O=C(COc1ccc(S(=O)(=O)NC2CCCCC2)cc1)NCCC1=CCCCC1
23	COc1cccc(OC)c1OCc1cc(C2C3CCCC=C3C(C#N)=C(N)C2(C#N)C#N)c(C)cc1C (configuration not stated)
24	Cc1ccccc1C(=O)NNC(=O)c1cc(N)cc([N+](=O)[O-])c1

Compound	17	18	19	20	21	22	23	24
Chronic BCR inh	3.2%	1.4%	?	?	7.6%	2.1%	?	?
Eya2 inh	-6.1%	13.0%	-21.4%	-1.6%	-5.7%	-32.6%	0.0%	-2.9%
USP2a block	1.1%	-8.5%	1.4%	-1.3%	-0.2%	1.8%	-0.2%	0.5%
Mito fusion act	-8.5%	-7.8%	0.3%	-7.4%	2.1%	0.3%	0.1%	-6.4%
PTAP TSG101 blk	-2.5%	-3.1%	-0.4%	-4.8%	-3.3%	-1.6%	-0.7%	0.6%
TCR act	2.6%	1.0%	-1.5%	5.6%	-5.3%	-6.8%[46.1 µM]	0.3%	-3.7%[46.1 µM]
B2AR arrestin	-0.6%	0.2%	-0.2%	0.0%	-0.2%	-0.5%	3.4%	0.3%
Tb PFK inh	2.7%	-0.4%	4.6%	-13.8%	-2.1%	1.2%	-4.2%	-0.3%
uPA surface inh	-11.0%	2.7%	6.8%	1.0%	12.2%	5.8%	6.2%	1.7%
TSHR antag	20.6	-39.0	2.3	3.8	-4.2	1.5	-2.1	13.9
ELG1 repair inh	-16.3%	-24.4%	-23.6%	?	0.0%	?	-12.7%	-1.0%

25	Cc1ccc(C(=O)OCC(=O)Nc2cccc(S(=O)(=O)NC3=NCCCCC3)c2)c(C)c1
26	CCOC(=O)C1CCCN(C2=C(NS(=O)(=O)c3ccc(Br)cc3)C(=O)c3ccccc3C2=O)C1 (configuration not stated)
27	NS(=O)(=O)c1ccc(N2CCCCCC2)c([N+](=O)[O-])c1
28	COc1ccc(Cl)cc1N1C(=O)CC(N2CCc3ccccc32)C1=O (configuration not stated)
29	CC(OC(=O)/C=C/c1ccc2ccccc2n1)C(=O)NCc1ccccc1 (configuration not stated)
30	O=C(C[n+]1cc(-c2ccc(Cl)cc2)n2c1CCC2)Nc1nc(-c2ccccc2)cs1

Compound	25	26	27	28	29	30
Chronic BCR inh	?	12.5%	2.9%	?	?	?
Eya2 inh	1.2%	-22.9%	-10.9%	13.0%	-14.6%	0.3%
USP2a block	0.2%	-0.1%	0.1%	6.2%	0.1%	4.5%
Mito fusion act	-7.4%	22.1%	1.0%	0.2%	0.6%	-1.3%
PTAP TSG101 blk	-0.4%	-0.6%	-4.5%	-1.0%	1.6%	-3.4%
TCR act	7.5%	8.0%	-4.5%	8.9%	3.4%	-10.5%
B2AR arrestin	0.1%	-0.7%	-0.3%	0.4%	-0.6%	-0.8%
Tb PFK inh	-7.2%	-9.7%	-6.8%	4.3%	4.4%	-0.9%
uPA surface inh	4.1%	-7.5%	0.1%	3.8%	?	-2.1%
TSHR antag	-6.8	5.7	-6.5	-6.1	-13.0	1.2
ELG1 repair inh	?	?	10.8%	-3.1%	-2.5%	-18.2%
